STAT3 act = IL-6 driven STAT3 reporter potentiators, primary screen, U3A cells, luciferase, luminescence, MLSCN library; 0.91% of 190,000 active; activation (% of control), % at 5.6 µM; IL-6 STAT3-luciferase reporter; 100% = signal with IL-6 EC80 alone; AID 871, 2007;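 active = activation above the screen-wide mean of compound activation plus 3 SD, cut at about 130% in these data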;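 note: 0% = background luminescence of wells with medium and substrate only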
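Material: STAT3-luciferase reporter U3A cells; Probe or stimulus: IL-6 (33 ng/mL); Incubation: compound pre-incubation 1 h before IL-6, then 6 h stimulation at 37 °C; Technique: luminescence from STAT3-driven luciferase reporter; Evaluation: % activation versus median of IL-6-stimulated wells; Controls: IL-6-only high control.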
APP 5UTR inh = inhibitors of APP translation via 5'UTR reporter, primary screen, APP 5'UTR luciferase, SH-SY5Y cells; inhibition, % at 2 µM; 0.82% of 190,000 active; SH-SY5Y APP 5'UTR-luciferase reporter, luminescence;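 active = inhibition above a set limit, derived from the sample mean plus 3 SD, cut at about 45% in these data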; note: values of inactives mirror those of a sister screen read the other way
NF-kB expr up = activators of NF-kB expression in neurons, primary screen, cell-based, HTS; 1.6% of 190,000 active; AID 1239, 2008; fold change at 12.5 µM; human neuronal cells, NF-kB reporter expression; stronger effect = higher value; in the data active = fold change above about 3.3
RAM inhibit = inhibitors of the yeast RAM network, primary screen, dse1pr::URA3 reporter, 5-FOA selection; 1.8% of 190,000 active; inhibition, % at 50 µM; S. cerevisiae dse1pr::URA3 reporter, 5-FOA growth OD615, 2 d; analog-sensitive cbk1-as2 kinase mutant strain;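 active = inhibition above a set limit, 3 SD over mean compound inhibition, cut at about 8.4% in these data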;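 note: 0% = DMSO-only wells with no growth and 100% = 10 µM 1-NA-PP1 full growth; inhibition rescues growth on 5-FOA so higher OD means more RAM inhibition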
APP 5'UTR act = activators of APP 5'UTR luciferase reporter, primary screen, SH-SY5Y cells. 1% of 190,000 active. SH-SY5Y APP 5'UTR luciferase reporter, luminescence; zero percent = DMSO vehicle wells. activation, % at 2 µM. AID 1276, 2008;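 active = activation above a set limit, based on mean plus 3 SD of controls, cut at about 140% in these data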; note: values of inactives mirror those of a sister screen read the other way
Hsp70 activator = Hsp70 transcriptional activators, primary screen, cell-based, HeLa, Hsp70 promoter luciferase, luminescence, 10 µM. HeLa Hsp70 promoter luciferase reporter; scaled: vehicle 0, proteasome-inhibitor control 100%. activation, % at 10 µM. AID 1203, 2008. 0.04% of 200,000 active;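 active = activation above the mean across all tested compounds plus 3 SD, cutoff set per campaign, cut at about 5.5% in these data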;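 note: 100% = MG132 at 30 µM as the positive control and 0% = DMSO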
STAT1 activator = STAT1 signaling activators, primary screen, cell-based, HTS, luciferase reporter. 2.6% of 200,000 active. NIH 3T3 STAT1-luciferase reporter, IFN-gamma, luminescence; 100% = IFN-gamma alone, no compound. activation (% of control), % at 5.5 µM;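 active = activation above the screen-wide mean activation plus 3 SD, cut at about 130% in these data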;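 note: raw ratio to IFN-gamma control signal so 100% means no change and 0% no light; values of inactives mirror those of a sister screen read the other way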
STAT3 inh = IL-6 driven STAT3 reporter inhibitors, primary screen, U3A cells, luciferase, luminescence, MLSCN library; IL-6 STAT3-luciferase reporter; host cell line lacks STAT1; inhibition, % at 5.5 µM; 0.89% of 190,000 active; AID 862, 2007;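 active = inhibition above the mean inhibition across all screened compounds plus 3 SD, cut at about 44% in these data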;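 note: 0% = DMSO only wells and 100% = 100 µM nifuroxazide control wells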
STAT1 blocker = STAT1 signaling inhibitors, primary screen, cell-based, HTS, luciferase reporter; NIH 3T3 STAT1-luciferase reporter, IFN-gamma, luminescence; inhibition, % at 5.5 µM; 0.35% of 200,000 active; AID 920, 2007;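 active = inhibition above a set limit, the mean inhibition across all tested compounds plus 3 SD, cut at about 34% in these data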;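 note: 0% = IFN-gamma with DMSO and 100% = IFN-gamma with 300 µM nifuroxazide; values of inactives mirror those of a sister screen read the other way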
FLuc inhib CS = firefly luciferase enzyme inhibitors, primary screen, artefact control for luciferase-based inhibitor screens, biochemical, luminescence, ATPLite. 10 min. inhibition, % at 10 µM. 1.5% of 200,000 active. AID 1006, 2008;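 active = inhibition above about 50% when tested at 10 µM, limit read from the data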
Target sequence (P08659 whole entry, looked up): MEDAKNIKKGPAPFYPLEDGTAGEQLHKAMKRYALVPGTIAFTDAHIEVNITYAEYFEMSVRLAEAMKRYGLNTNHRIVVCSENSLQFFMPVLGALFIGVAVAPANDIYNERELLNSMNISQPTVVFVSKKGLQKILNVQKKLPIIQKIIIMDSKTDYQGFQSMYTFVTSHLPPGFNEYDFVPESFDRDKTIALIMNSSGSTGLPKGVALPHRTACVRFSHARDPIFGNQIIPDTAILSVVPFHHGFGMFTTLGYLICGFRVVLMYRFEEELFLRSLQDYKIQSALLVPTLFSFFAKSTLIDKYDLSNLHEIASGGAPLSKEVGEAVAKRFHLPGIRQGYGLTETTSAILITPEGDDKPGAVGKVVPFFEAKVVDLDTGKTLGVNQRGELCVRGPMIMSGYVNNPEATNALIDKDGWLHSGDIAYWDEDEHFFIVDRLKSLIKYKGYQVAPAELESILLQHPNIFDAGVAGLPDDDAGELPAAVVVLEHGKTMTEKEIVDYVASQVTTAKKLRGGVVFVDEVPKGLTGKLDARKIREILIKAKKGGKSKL
The depositor's hits bear a star; x = no result given.

SMILES | STAT3 act | APP 5UTR inh | NF-kB expr up | RAM inhibit | APP 5'UTR act | Hsp70 activator | STAT1 activator | STAT3 inh | STAT1 blocker | FLuc inhib CS
Cc1nn(CC(=O)Nc2cccnc2)c(C)c1[N+](=O)[O-] | 97 | 22 | 1 | -1.0 | -21 | -0.3 | 104 | 11 | -6 | 4
Cn1nnnc1SCC(=O)Nc1nc(-c2ccccc2)c(-c2ccccc2)o1 | 94 | 6 | 1.1 | 2.9 | -6 | -0.1 | 94 | 10 | 8 | -7
COc1cc2c(cc1OC)C(c1cccc([N+](=O)[O-])c1)N(C(=O)c1ccc(F)cc1)CC2 (stereo unspecified) | 101 | -6 | 0.59 | 5.5 | 6 | 0.6 | 93 | -1 | 8 | -10
COc1ccc(N2CCN(C(=O)c3cc(=O)[nH]c4ccccc34)CC2)cc1 | 102 | -23 | 1.2 | 0.6 | 23 | -0.3 | 98 | 0 | 2 | -7
COc1ccc(OC)c(C(c2nnnn2CC2CCCO2)N2CCN(C)CC2)c1 (stereo unspecified) | 101 | -10 | 1.2 | 0.1 | 10 | -0.1 | 99 | 1 | 1 | -2
Cc1cc(Br)c(NC(=O)COC(=O)CSc2nnc(-c3ccc(Cl)cc3)o2)c(Br)c1 | 97 | 9 | 1.1 | 3.8 | -9 | 0.0 | 108 | 4 | -8 | 0
CC1=C(C(=O)OCc2ccccc2)C(c2cccnc2)c2c(n(C)c(=O)n(C)c2=O)N1 (stereo unspecified) | 92 | 5 | 0.7 | -0.7 | -5 | -0.3 | 102 | 19 | -2 | -5
Cc1cccc(OCc2nnc(SCC(=O)Nc3cccc(C(=O)N4CCOCC4)c3)n2C)c1C | 95 | 11 | 1.1 | -1.2 | -11 | -0.4 | 97 | 8 | 3 | 5
CN(C)c1nnc(-c2ccc(Cl)cc2)o1 | 87 | 10 | 1.4 | 0.4 | -10 | -0.2 | 116 | 17 | -19 | -5
O=C(NC1CCCCCC1)c1cccnc1Sc1ccc(Cl)cc1 | 110 | -1 | 1.2 | 3.9 | 1 | -0.4 | 101 | -12 | -1 | -9
Cc1nn(-c2ccccc2Cl)c(Cl)c1/C=C(\C#N)C(N)=O | 110 | 0 | 1.2 | 1.5 | 0 | -0.1 | 94 | -14 | 7 | -5
CCOC(=O)c1c(NC(=O)C(=O)N/N=C/c2ccccc2OC)sc2c1CCCCC2 | 94 | 1 | 1.2 | 1.6 | -1 | 0.0 | 100 | 2 | 0 | 59*
COCc1nnc(NC(=O)c2ccccc2Oc2ccccc2)s1 | 100 | -10 | 1 | -1.4 | 10 | 0.1 | 102 | 7 | -3 | -6
O=C(CSc1nnc(-c2ccccc2O)n1Cc1ccccc1)NNC(=O)c1ccccc1O | 94 | x | 1 | 4.7 | x | -0.5 | 91 | 8 | 11 | -3
Cc1cn(C2OC(COC(=O)c3ccccc3)C(OC(=O)c3ccccc3)C2OC(=O)c2ccccc2)c(=O)[nH]c1=O (stereo unspecified) | 91 | 2 | 0.62 | 4.1 | x | -0.1 | 99 | 14 | 5 | 2
CC(=O)c1ccc(NC(=S)Nc2ccc3[nH]c(=O)[nH]c3c2)cc1 | 105 | -7 | 0.87 | 0.6 | 7 | -0.3 | 110 | -4 | -12 | -5
Cc1ccc(-c2cc(C(=O)O)c3sc(N4CCCCC4)nc3n2)cc1 | 104 | 18 | 1 | -0.5 | -18 | -0.2 | 98 | -4 | 3 | 6
Cc1cc(=O)n2[nH]c(NCc3ccccc3F)nc2n1 | 99 | 11 | 1.3 | 1.6 | -11 | -0.4 | 108 | 6 | -6 | 0
CCOc1ccccc1N1CCN(S(=O)(=O)c2ccc3c4c(cccc24)C(=O)N3)CC1 | 118 | -2 | 0.92 | 4.1 | 2 | -0.3 | 96 | -17 | 4 | -6
CC1CCN(S(=O)(=O)c2ccc3c(c2)oc(=O)n3CC(=O)NCc2ccc3c(c2)OCO3)CC1 | 68 | 5 | 1 | 2.4 | -5 | -0.5 | 89 | 44* | 12 | -5
O=C(CSc1nnc(-c2ccccc2F)n1CCc1ccccc1)Nc1ccc2[nH]c(=O)[nH]c2c1 | 98 | 8 | 1.1 | 9.0* | -8 | -0.4 | 98 | 4 | 3 | -7
Cc1ncc(S(=O)(=O)c2ccc(Cl)cc2)c(-c2ccccc2)n1 | 109 | -2 | 1.2 | 1.6 | 2 | -0.1 | 98 | -6 | 2 | 4
Cc1ccc(C)c2c3c([nH]c12)-c1nonc1CC3 | 83 | -2 | 1.4 | 0.5 | 2 | -0.3 | 94 | 23 | 7 | -5
C(=C\c1cc(/C=C/c2ccccc2)ncn1)/c1ccccc1 | 103 | -23 | 1.6 | 3.5 | 23 | -0.1 | 99 | 1 | 1 | 7
C#CCOCCOCCOCCNc1nc(N2CCN(C(=O)[C@H]([C@@H](C)CC)n3cc([C@@H](N)Cc4ccc(O)cc4)nn3)CC2)nc(N2CCN(C(=O)[C@H](CCCCN)n3cc([C@@H](N)C(C)CC)nn3)CC2)n1 (stereo partly specified) | x | -8 | 0.97 | -0.5 | 8 | -0.1 | 114 | x | -13 | -15
CCN1C(=O)/C(=C/C=C2/Sc3ccc4ccccc4c3N2CCO)SC1=S | 102 | -6 | 1 | 1.9 | 6 | -0.1 | 100 | 0 | 0 | 10
COc1ccc(-c2cc(C(=O)Nc3cc(C)on3)no2)cc1 | 104 | -27 | 0.85 | 3.7 | 27 | 0.1 | 107 | -4 | -11 | -1
O=C(Nc1ccc(Cl)c([N+](=O)[O-])c1)c1cnccn1 | 104 | -13 | 0.92 | 0.8 | 13 | -0.4 | 100 | -2 | 0 | -4
O=C(CSc1nc2ccccc2o1)N1c2ccccc2Sc2ccc(C(F)(F)F)cc21 | 94 | 13 | 1 | 6.3 | -13 | -0.2 | 99 | 6 | 1 | -4
COCC(=O)NC(c1ccccc1)c1ccccc1 | 112 | 6 | 1.7 | 0.8 | -6 | -0.1 | 106 | -13 | -8 | -7
COc1ccc(C(=O)Nc2ccc3oc(Cc4ccc(Cl)cc4)nc3c2)cc1OC | 63 | -8 | 0.56 | -0.7 | 8 | -0.1 | 92 | 51* | 9 | -6
Cc1cc(C)cc(Nc2cc(=O)n(C3CCCCC3)c(=O)[nH]2)c1 | 107 | -18 | 0.96 | 2.1 | 18 | -0.1 | 104 | -3 | -4 | -5
CN(C)/C=N/c1ncc(C(=O)c2ccc3ccccc3c2)s1 | 98 | -2 | 1.5 | 0.8 | 2 | -0.2 | 106 | 12 | -6 | 7
Cc1ccc(C)c(OCC(=O)Nc2cccc(C(=O)O)c2)c1C | 109 | -19 | 1.5 | 3.1 | 19 | -0.4 | 106 | -10 | -10 | -2
Cc1ccc(C)c(NC(=O)CSc2nnc([C@@H]3CCCN3C(=O)OC(C)(C)C)o2)c1 | 98 | -12 | 0.57 | -0.5 | 12 | -0.3 | 90 | 8 | 11 | -3
Cc1ccc(S(=O)(=O)NC(CC(C)C)C(=O)N2CCC(C)CC2)cc1 (stereo unspecified) | 100 | -3 | 0.91 | 1.8 | 3 | -0.3 | 90 | 6 | 10 | -1
Cc1cc(S(=O)(=O)N2CCN=C2c2ccccc2)c(Cl)cc1Cl | 101 | 14 | 1.1 | 1.4 | -14 | -0.3 | 96 | 1 | 3 | -5
Cc1cc(OCC(=O)Nc2ccc3c(c2)OCCO3)cc(C)c1Cl | 95 | 1 | 1 | 7.5 | -1 | -0.2 | 96 | 4 | 4 | -5
COc1ccc(N2CCN(Cc3nc(-c4ccccc4)no3)CC2)cc1 | 104 | -16 | 1.1 | 0.7 | 16 | -0.1 | 104 | -3 | -6 | -4
Cc1cc(C)n(CCc2nc(-c3ccc(F)cc3)cs2)n1 | 96 | 4 | 1.6 | -0.6 | -4 | 0.0 | 109 | 4 | -9 | 6
CCOC(=O)C1CCN(S(=O)(=O)c2ccc(C(=O)OC)cc2)CC1 | 104 | 16 | 1.1 | 1.9 | -16 | 0.0 | 102 | 0 | -2 | -2
C=CCOc1ccccc1CNc1ccc2c(c1)OCCO2 | 44 | -113 | 0.76 | -1.0 | 113 | -0.5 | 60 | 70* | 43* | 74*
CC(C)(C)NC(=O)C(=O)NNC(=O)c1cccc([N+](=O)[O-])c1 | 94 | -7 | 1.3 | 0.8 | 7 | 0.0 | 109 | 17 | -11 | 10
COc1cc2c(cc1OC)CN(C(=O)c1ccc3nc[nH]c3c1)CC2 | 104 | -15 | 1.1 | 1.1 | 15 | -0.1 | 93 | -4 | 8 | -5
COc1ccc(C2=CSC3=C(C(=O)c4cccc(S(=O)(=O)N(C)C)c4)CCN23)cc1 | 94 | -7 | 1.2 | 0.9 | 7 | -0.2 | 101 | 14 | -1 | -8
CC(=O)c1cccc(NC(=O)c2nccnc2C(=O)O)c1 | 99 | -2 | 1 | 1.5 | 2 | -0.3 | 85 | 6 | 16 | -3
Cc1ccc(CC(=O)NCc2ccc3c(c2)OCO3)cc1 | 106 | 4 | 1.2 | 3.5 | -4 | -0.4 | 104 | -8 | -6 | -8
O=c1c2c3c(sc2n(CCN2CCCC2)c(=O)n1Cc1ccco1)CCCCC3 | 108 | -3 | 1 | 0.0 | 3 | -0.2 | 105 | -3 | -4 | -6
CC(C)CC(=O)Nc1nnc(-c2ccco2)s1 | 106 | -10 | 2.3 | 2.8 | 10 | -0.2 | 128 | -2 | -30 | 6
C=C(C)Cn1c(SCC#N)nc2ccccc2c1=O | 113 | -3 | 1 | -1.2 | 3 | 0.0 | 99 | -14 | 5 | -5
Cc1ccc(C(=O)c2cnc3ccccc3c2-c2ccccc2)cc1 | 98 | -9 | 0.72 | -0.3 | 9 | -0.3 | 96 | 10 | 4 | -4
CCn1cc(C(=O)OCC(=O)N(C)C2CCS(=O)(=O)C2)c(=O)c2ccc(C)nc21 (stereo unspecified) | 98 | -15 | 1.1 | 1.2 | 15 | 0.1 | 104 | 8 | -4 | -7
CCN(c1cccc(C)c1)S(=O)(=O)c1cccc2nsnc12 | 105 | 3 | 0.9 | 0.3 | -3 | -0.2 | 95 | -2 | 7 | -3
CC(=O)c1cccc(NC(=O)CCC2CCCC2)c1 | 101 | -19 | 1.5 | 1.9 | 19 | 0.2 | 109 | 3 | -10 | 2

Whole records, looked up by structure.
Entry for `O=c1c2c3c(sc2n(CCN2CCCC2)c(=O)n1Cc1ccco1)CCCCC3` → STAT3 act = 108; APP 5UTR inh = -3; NF-kB expr up = 1; RAM inhibit = 0.0; APP 5'UTR act = 3; Hsp70 activator = -0.2; STAT1 activator = 105; STAT3 inh = -3; STAT1 blocker = -4; FLuc inhib CS = -6
Entry for `CC(C)CC(=O)Nc1nnc(-c2ccco2)s1` → STAT3 act = 106; APP 5UTR inh = -10; NF-kB expr up = 2.3; RAM inhibit = 2.8; APP 5'UTR act = 10; Hsp70 activator = -0.2; STAT1 activator = 128; STAT3 inh = -2; STAT1 blocker = -30; FLuc inhib CS = 6
